PP1 inh – counter-screen for PP5 inhibitors: inhibitors of human PP1-alpha; purified PP1alpha, OMFP fluorescence; inhibition, % at 6.7 µM; actives 0.9% (n = 320,000); AID 2235;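 active means inhibition above the mean inhibition of all tested compounds plus 3 SD, computed separately for each screening campaign, cut at about 15% in these data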
Target sequence (P62136 whole entry, looked up): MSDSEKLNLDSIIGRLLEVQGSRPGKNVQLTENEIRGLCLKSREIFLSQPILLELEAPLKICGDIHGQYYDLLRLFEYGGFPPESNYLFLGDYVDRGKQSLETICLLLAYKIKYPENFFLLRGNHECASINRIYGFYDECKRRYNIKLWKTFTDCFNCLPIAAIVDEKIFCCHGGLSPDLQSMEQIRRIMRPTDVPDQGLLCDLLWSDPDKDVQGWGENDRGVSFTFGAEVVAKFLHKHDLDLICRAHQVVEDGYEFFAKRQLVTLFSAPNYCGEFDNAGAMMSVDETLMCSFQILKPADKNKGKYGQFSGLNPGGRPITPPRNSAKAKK
CTSL1 counter – cathepsin L1 inhibition, PFM18AAP counter-screen. inhibition, % at 5.96 µM. AID 1906. actives 0.49% (n = 300,000). recombinant F. hepatica cathepsin L1, Z-Leu-Arg-MCA fluorescence;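 active means inhibition above the mean of all tested compounds plus 3 SD, set per screening campaign, cut at about 17% in these data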;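 further: 0% = plate median of test compound wells and 100% = 1 µM Z-Phe-Ala-diazomethylketone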
ZTA counter – blocks Epstein-Barr virus ZTA, an EBNA-1 counter-screen; inhibition, % at 11 µM; P03206; actives 0.15% (n = 320,000); ZTA-DNA binding, fluorescence polarization; in the data active means inhibition above about 33%
Target sequence (P03206 whole entry, looked up): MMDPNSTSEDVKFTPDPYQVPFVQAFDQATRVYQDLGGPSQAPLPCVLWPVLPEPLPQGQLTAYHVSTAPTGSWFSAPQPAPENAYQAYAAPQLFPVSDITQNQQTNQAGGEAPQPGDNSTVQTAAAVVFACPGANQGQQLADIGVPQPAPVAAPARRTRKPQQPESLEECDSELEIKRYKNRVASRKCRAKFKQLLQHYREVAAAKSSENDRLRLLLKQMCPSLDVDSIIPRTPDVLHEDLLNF
PP5 primary – PP5 (human) phosphatase inhibition. AID 1987. P53041. inhibition, % at 6.7 µM. purified PP5c, OMFP substrate fluorescence. actives 0.18% (n = 320,000);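 active means inhibition above the campaign's mean inhibition across all tested compounds plus 3 SD, cut at about 9.5% in these data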;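 further: 0% = DMSO only and 100% = 100 µM cantharidin control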
Target sequence (P53041 whole entry, looked up): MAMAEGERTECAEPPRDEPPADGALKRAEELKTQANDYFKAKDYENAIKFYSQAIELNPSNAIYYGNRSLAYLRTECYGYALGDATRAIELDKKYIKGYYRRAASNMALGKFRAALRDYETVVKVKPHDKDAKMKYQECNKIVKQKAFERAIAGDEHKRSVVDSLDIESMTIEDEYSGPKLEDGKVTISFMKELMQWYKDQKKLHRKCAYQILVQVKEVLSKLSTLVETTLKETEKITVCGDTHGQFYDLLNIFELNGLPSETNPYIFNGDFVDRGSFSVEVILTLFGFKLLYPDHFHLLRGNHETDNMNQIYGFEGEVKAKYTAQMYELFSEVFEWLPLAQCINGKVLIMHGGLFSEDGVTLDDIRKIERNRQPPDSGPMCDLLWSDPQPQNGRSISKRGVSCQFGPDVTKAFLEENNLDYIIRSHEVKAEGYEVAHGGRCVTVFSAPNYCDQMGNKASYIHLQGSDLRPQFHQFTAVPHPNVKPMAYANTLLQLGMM
HCV core dimer – blocks dimerization of HCV core protein. TR-FRET GST/Flag-core106 dimerization, 1536-well. inhibition, % at 5 µM. actives 0.33% (n = 300,000). AID 1899;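 active means inhibition above the mean of all tested compounds plus 3 SD, set per screening campaign, cut at about 45% in these data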
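Assay system – GST-tagged and Flag-tagged HCV core protein residues 1-106 · Quantity – core106 proteins, GST 13.5 nM and Flag 17 nM · Benchmarks – unlabelled core106 and no-GST-core106 wells · Read-out basis – percent inhibition of core106 dimerization signal · Detection – time-resolved FRET, ex 340 nm, em 617 and 671 nm · Schedule – 4 h at 22.5 °C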
TPT1 inhibitor – inhibitors of Candida albicans tRNA 2'-phosphotransferase TPT1 | inhibition, % at 5 µM | recombinant caTPT1, FP RNA substrate dephosphorylation | actives 0.81% (n = 300,000);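 active means inhibition above the mean of all tested compounds plus 3 SD, set per screening campaign, cut at about 24% in these data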;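 further: plate controls were DMSO alone for no effect and ferristatin control at 100 nM for full effect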
Efflux pump inh – blocks antifungal efflux pumps in multiplex yeast assay; S. cerevisiae Candida pump triplex, Nile Red efflux; inhibition, % at 10 µM; actives 0.44% (n = 330,000);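 active means plate passing quality check with inhibition over a set limit, or well fluorescence over plate mean plus 4 SD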;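 further: Nile Red retained in pooled yeast measured as flow cytometry median fluorescence; 0% = buffer negative control and 100% = Enniatin B positive control; higher means more Nile Red kept so more efflux inhibition; some compounds called inactive have numbers as strong as hits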
PREPL inh – human PREPL enzyme inhibition | Q4J6C6 | recombinant PREPL, fluorescence polarization activity-based probe | inhibition, % at 5.96 µM | actives 0.68% (n = 320,000); in the data active means inhibition above about 43%;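 further: 0% = enzyme with DMSO and 100% = wells lacking enzyme; many of its hits are not listed in these tables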
EBNA-1 inh – blocks EBNA-1 binding to DNA | AID 1950 | actives 0.34% (n = 300,000) | inhibition, % at 14.8 µM | EBNA-1 DNA binding, fluorescence polarization; in the data active means inhibition above about 28%
Active calls of the source: *; x = no result given. Not all compounds are listed; rates above refer to the full screens.

SMILES	PP1 inh	CTSL1 counter	ZTA counter	PP5 primary	HCV core dimer	TPT1 inhibitor	Efflux pump inh	PREPL inh	EBNA-1 inh
CCOC(=O)c1c(Cc2ccccc2)c[nH]c1C	1	4	15	-0.1	1	3	0.0	6	11
O=C(CCN1C(=O)C2CCCCC2C1=O)Nc1nc(-c2ccccc2)cs1 (centres undefined)	-1	-1	-6	1.1	0	2	0.1	12	5
CCOC(=O)Cc1csc(NC(=O)C(C)(C)CC)n1	-3	-1	3	2.4	1	0	0.0	11	5
CCNC(=O)C(=O)NCc1ccncc1	-3	0	-1	3.3	0	-1	0.2	-4	-12
CC1(C)CC(=O)C2=C(C1)NC1=C(C(=O)c3ccccc31)C2c1cccnc1 (centres undefined)	3	2	-2	2.8	-25	0	0.0	6	1
CC(=O)c1sc(NC(=O)CN2C(=O)C3CC=CCC3C2=O)nc1-c1ccccc1 (centres undefined)	-1	-4	10	0.3	7	0	0.0	-10	1
CCc1nn(C)c2c(=O)c(=O)c2n(C)[nH]1	-2	1	-5	3.9	-7	-11	0.0	-76	-1
CCn1cc(C(=O)N[C@@H](CCSC)C(=O)NCCO)c(=O)c2cc3c(cc21)OCO3	-1	-1	0	2.0	4	0	0.0	1	0
COc1ccc(N2CCN(C(=O)Cn3c(=O)[nH]c4ccsc4c3=O)CC2)cc1	1	0	11	-1.2	-2	1	0.0	22	6
[O-]/[N+](=C/c1ccc(F)cc1)c1ccccc1	2	-4	8	1.1	-8	-1	-0.1	-9	4
Cn1c(CCCOc2ccc(Cl)cc2Cl)nnc1SCC(=O)Nc1nccs1	6	-1	-1	3.7	0	-1	-0.3	7	7
O=C(NCc1cccnc1)c1cccc(NS(=O)(=O)c2ccc(Br)cc2)c1	-1	3	-24	-1.2	3	-1	0.0	-16	-8

Arranged by the number under PP5 primary (smallest number first): 3 from the list above
| Compound | PP5 primary |
| --- | --- |
| COc1ccc(N2CCN(C(=O)Cn3c(=O)[nH]c4ccsc4c3=O)CC2)cc1 | -1.2 |
| CC(=O)c1sc(NC(=O)CN2C(=O)C3CC=CCC3C2=O)nc1-c1ccccc1 (centres undefined) | 0.3 |
| O=C(CCN1C(=O)C2CCCCC2C1=O)Nc1nc(-c2ccccc2)cs1 (centres undefined) | 1.1 |

One compound at a time (already shown).
Entry for `CC1(C)CC(=O)C2=C(C1)NC1=C(C(=O)c3ccccc31)C2c1cccnc1` (centres undefined) = PP1 inh: 3; CTSL1 counter: 2; ZTA counter: -2; PP5 primary: 2.8; HCV core dimer: -25; TPT1 inhibitor: 0; Efflux pump inh: 0.0; PREPL inh: 6; EBNA-1 inh: 1
Entry for `COc1ccc(N2CCN(C(=O)Cn3c(=O)[nH]c4ccsc4c3=O)CC2)cc1` = PP1 inh: 1; CTSL1 counter: 0; ZTA counter: 11; PP5 primary: -1.2; HCV core dimer: -2; TPT1 inhibitor: 1; Efflux pump inh: 0.0; PREPL inh: 22; EBNA-1 inh: 6

(listing goes on)
SMILES	PP1 inh	CTSL1 counter	ZTA counter	PP5 primary	HCV core dimer	TPT1 inhibitor	Efflux pump inh	PREPL inh	EBNA-1 inh
CCCCNC(=O)CN1C(=O)NC(Cc2ccccc2)(Cc2ccccc2)C1=O	1	1	-2	3.4	-1	2	0.1	7	-7
O=C(CN(C(=O)c1csnn1)c1ccc(Br)cc1)NC1CCCCC1	-1	-2	5	0.8	3	-6	0.3	0	1
COc1cnc(-c2ccccn2)nc1Oc1cccc(C(F)(F)F)c1	46*	2	-2	4.0	9	5	-0.2	25	0
CN(C(=O)CN1C(=O)S/C(=C\c2ccccc2)C1=O)C1CCS(=O)(=O)C1 (centres undefined)	2	0	0	3.4	-3	-1	0.0	14	-11
O=C1Nc2ccccc2C12OCC1(CO2)COC2(OC1)C(=O)Nc1ccccc12 (centres undefined)	-2	28*	-4	1.2	-1	-2	0.0	12	-2
Cc1cc(C)n(/N=C/c2cccc(O)c2)c(=O)c1C(N)=O	-2	2	-16	-0.3	-8	1	-0.1	10	2
COC(=O)c1c([N+](=O)[O-])c(OC)c(OC)c(OC)c1[N+](=O)[O-]	-1	0	-18	2.4	4	0	-0.1	-3	-16
O=C(c1ccc(Cl)cc1Cl)N1CCSCC1	-5	5	7	0.2	-4	-3	0.1	5	6
CCCCc1nnc(NC(=O)C2CC(=O)N(c3ccc4c(c3)OCCO4)C2)s1 (centres undefined)	-1	-1	6	1.8	-10	-2	0.4	8	2
CCOc1ccccc1-c1nc(CN2CCN(C(=O)c3ccco3)CC2)c(C)o1	-4	-1	-4	1.6	8	-3	0.4	-1	-3
CC(=O)Nc1ccccc1C(=O)C(=O)Nc1cccc(C(=O)NCc2ccccc2)c1	-5	3	-7	2.1	1	-1	-0.1	8	0
COc1cc(C(=O)N2c3ccccc3CC2C)cc(OC)c1OC (centres undefined)	0	-1	-10	3.0	0	0	0.2	3	-16
O=C(NOC(=O)c1c(F)cccc1Cl)c1ccc(Cl)c(Cl)c1	2	-1	-19	1.8	-10	-3	0.2	-4	2
CC(C)(C)c1cc(CSC(=S)NC2CCS(=O)(=O)C2)c(Br)c(C(C)(C)C)c1 (centres undefined)	0	0	-4	0.5	3	-2	0.1	-5	12
CCOc1ccccc1OCCCC(=O)OCC(=O)Nc1cccc(Cl)c1	-5	-26	-11	3.9	0	-2	0.1	-14	-5
CN(C)c1ccc(C(=O)OCC(=O)Nc2ccc(N3CCOCC3)cc2)cc1	-5	6	1	6.9	-3	-2	-0.1	1	0
Cc1ccc(S(=O)(=O)NC(=O)Nc2cc(C)on2)cc1	-5	1	6	0.6	-2	-3	-0.3	-1	3
COc1ccc(-n2c(COc3cccc(C)c3)n[nH]c2=S)cc1	2	-6	-20	2.1	-7	-1	0.0	-21	-2
Cc1ccc(-c2csc3ncn(CC(=O)N4CCOCC4)c(=O)c23)cc1	0	-1	-6	0.6	-3	-1	0.0	4	4
CN(C)S(=O)(=O)c1ccc(C(=O)OCCc2ccccc2)cc1	0	2	-8	0.8	7	0	0.0	-8	-6
CCOC(=O)C1(Cc2ccccc2C)CCCN(C(=O)c2ccc(COC)o2)C1 (centres undefined)	1	0	5	-0.1	-8	-1	-0.1	8	5
Cn1c(=O)oc2cc(S(=O)(=O)NCCN3CCN(c4ccccc4)CC3)ccc21	-3	2	12	-0.2	25	-1	-0.1	17	6
COc1ccccc1CN1CC(C(=O)NCCCc2ccc(F)cc2)CCC1=O (centres undefined)	0	-2	-12	2.4	-1	1	0.2	2	-12
CC1CCc2nc(NC(=O)Nc3ccc4c(c3)OCO4)sc2C1 (centres undefined)	7	13	-17	-3.8	-10	-3	-0.3	15	-10
C=CCCC(=O)Nc1nc(C)c(-c2csc(Nc3cc(Cl)ccc3OC)n2)s1	0	0	-7	3.5	-8	1	0.1	14	4
Cc1cc(C)cc(N(CC(=O)Nc2ccc(Br)cc2)S(=O)(=O)c2c(C)[nH]c(=O)[nH]c2=O)c1	8	-2	2	5.1	5	-2	0.2	15	-12
Cc1ccc(S(=O)(=O)NC(N)=NCCc2ccccc2)cc1C	0	-2	-4	-0.6	-3	1	0.5	-28	-12
CCN(CC)S(=O)(=O)c1ccc(NC(=O)COC(=O)CCc2cc(OC)c(OC)c(OC)c2)cc1	2	-12	6	1.0	-4	-1	-0.3	4	8
O=C(NCc1nc2ncc(Br)cc2[nH]1)c1ccccc1	-2	-1	15	-0.9	4	-2	-0.1	-3	5
COC(=O)c1ccc(NC(=O)Cn2nc(SC)n(N)c2=S)cc1	-3	1	-11	1.3	0	-4	0.1	-8	-14
Cc1csc(=O)n1CC(=O)OCc1cccc2ccccc12	-7	7	20	1.6	-11	-1	-0.1	2	-8
O=c1cc(N2CCC(Cc3ccccc3)CC2)[nH]c(=O)n1C1CCCCC1	-3	-1	5	2.8	7	6	0.2	14	-3
Cc1ccc(NC(=O)CSc2nnc(-c3ccccn3)n2C)cc1	3	3	-15	0.9	1	-4	0.1	-1	4
COc1ccc(CNS(=O)(=O)NCc2ccc(OC)c(OC)c2)cc1OC	-1	-5	-5	5.1	-8	1	0.2	15	0
O=C(COc1ccccc1)N1CCN(S(=O)(=O)c2cccs2)CC1	2	19*	-12	-0.5	3	3	0.0	6	-13
Cc1ccc(-n2c(N)c(C(=O)Nc3ccccc3F)sc2=S)cc1C	-2	3	6	2.3	8	-5	0.1	6	23
Cc1oc(-c2cccc(Cl)c2)nc1CS(=O)(=O)CC(=O)NCc1ccco1	-4	-1	8	-0.3	6	-1	0.1	-4	-3
COCCCNC(=O)C(=O)NC1CCCCC1C (centres undefined)	-1	-5	7	-2.0	1	4	-0.1	6	-7
CCCc1nc(NCc2ccccc2)c(C#N)c2c1CCCC2	-4	-3	6	2.4	0	0	0.0	3	-10
CCCCn1c(N)c(N(CC)C(=O)CSc2nnc(-c3ccco3)n2CC)c(=O)[nH]c1=O	-5	1	-31	2.5	-7	0	0.0	11	-1
COCCN1Cc2cccc(C(=O)Nc3c(C)cc(C)cc3C)c2C1=O	-3	0	5	3.8	-4	0	0.0	-6	-1
O=C(CCNc1cc(Cl)cc(Cl)c1)c1cccs1	-2	0	-16	1.4	2	-2	0.0	-8	-12
O=C(CSc1nc2ccsc2c(=O)n1CC1CCC(C(=O)O)CC1)c1ccc(Cl)cc1 (centres undefined)	20*	-2	0	-3.4	17	0	0.1	22	4
Cc1cccc(C(=O)c2cccc(C)c2)c1	0	-3	-12	-0.1	0	-3	0.3	-4	-4
C=CCNC(=O)c1c(-c2c(F)cccc2Cl)noc1C	1	-2	-4	-1.7	3	-4	0.0	8	-2
NC(=S)N/N=C/c1ccc(-c2ccccc2)o1	-3	13	7	-0.5	9	2	0.0	9	15
COc1cc(-c2nnc(COc3ccc4ccccc4c3)o2)cc(OC)c1OC	3	3	11	1.9	4	-1	-0.1	18	6
NC(=O)c1sc(=S)n(-c2ccc(Br)cc2)c1N	-1	0	12	0.1	1	-1	-0.1	4	7
CCn1c(COc2ccccc2C(N)=O)nc2ccccc21	-1	-2	-7	-1.1	-4	-6	0.0	1	3
CCCNS(=O)(=O)c1ccc(OCC(=O)Nc2ccc3c(c2)OCO3)cc1	-2	-6	-12	1.5	3	8	0.1	13	-8
Cc1cc(=O)[nH]c2ccc(Cl)cc12	-5	7	1	-2.7	0	-4	0.0	4	-6
COc1ccc(C(=O)NCc2ccncc2)cc1S(=O)(=O)NCc1ccc(Cl)cc1	-2	x	25	1.8	x	x	0.1	13	x
OCC1OC(n2cnc3c(NC4CCCC4)ncnc32)C(O)C1O (centres undefined)	2	-3	3	1.3	-2	0	-0.1	-9	8
O=C(O)COc1ccc(/C=C/c2nc(-c3ccccc3O)n[nH]2)cc1	7	2	-15	-0.2	-6	-8	-0.1	4	-12
O=C(Cn1nnc(-c2ccc(NC(=O)c3ccccc3F)cc2)n1)NCc1ccc(F)cc1	7	-1	15	-2.0	13	-3	0.0	-1	0
COc1ccc(C(=O)NC2=C(C#N)CCC2)cc1OC	-2	-4	-8	-0.7	-7	2	-0.1	4	4
O=C(Nc1ccc2c(c1)OCCO2)c1cc(-c2ccccn2)nc2ccc(Br)cc12	-3	2	16	-2.1	6	-4	-0.1	1	5
COc1ccc(CNC(=O)c2ccc3c(=O)n(-c4ccccc4)c(=O)[nH]c3c2)cc1	-1	-3	-2	2.2	5	-3	0.0	-8	7
O=C1C2C(c3ccccc3)C=CC(c3ccccc3)C2C(=O)N1c1cccnc1 (centres undefined)	3	4	-3	0.3	5	-1	0.0	-12	-10
CCOc1cc(C2NC(=O)c3ccccc3O2)ccc1OC (centres undefined)	-3	1	8	2.8	-3	2	0.0	-5	-3
Cn1cc([N+](=O)[O-])c(C(=O)NCC(=O)O)n1	0	-5	5	0.5	7	0	0.0	0	5

Compound activity deposited in PubChem BioAssay by several laboratories.
